WRN helicase inh: blocks human WRN helicase; Q14191; WRN helicase unwinding, fluorescent forked duplex, kinetic; Potency, µM (doses to about 114 µM), for inactives: at the top dose activity change, negative = inhibition, most hits filed as inhibitors; 0.46% of 360,000 active; further: potency means the concentration at half of the fitted maximal effect; on the % scale 0 is the no-effect control and ±100 the full control effect; nearly all actives have a fitted effect of over 55% in size
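WRN at 20 nM final was preincubated with compound for 15 min at room temperature; reaction started with 100 nM forked duplex oligonucleotide carrying fluorophore and quencher plus 2 mM ATP (final). Unwinding followed kinetically by red fluorescence (ex 525/em 598 nm).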
EPAC1 antag: blocks human EPAC1 exchange factor. O95398. EPAC1 GEF assay, Rap1b-BODIPY-GDP exchange fluorescence. Potency, µM (doses to about 115 µM), for the others: at the highest dose activity change, negative = inhibition, most hits filed as inhibitors. 0.14% of 360,000 active. AID 720709;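 further: potency means the concentration at half of the fitted maximal effect; plate controls were vehicle for no effect and positive control for full effect; nearly all actives have a fitted effect of over 50% in size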
Mm-Cpn inhibitor: blocks the Methanococcus maripaludis chaperonin Mm-Cpn | Potency, µM (series often up to 76.9 µM), for the others: top-dose activity, negative = inhibition, actives largely listed as inhibitors | purified Mm-Cpn ATPase, ADP Transcreener TR-FRET | 0.031% of 330,000 active; further: potency means the concentration at half of the fitted maximal effect; on the % scale 0 is the no-effect control and ±100 the full control effect; nearly all actives have a fitted effect of over 80% in size
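Purified archaeal Mm-CPN (25nM final) preincubated 10 min at 37degC with compound, then 10uM ATP for 30 min at 37degC; ADP measured by HTRF Transcreener TR-FRET; buffer 30 mM TRIS pH 7.4, 100mM KCl, 5mM MgCl2, 1mM DTT.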
EPAC2 antag: EPAC2 (human) antagonism; 0.18% of 360,000 active; EPAC2 GEF exchange of Rap1B-BODIPY-GDP, fluorescence; Potency, µM (titrated, usually from 114 µM), for inactives: at the highest dose activity, negative = inhibition, usual class: inhibitors; Q8WZA2; further: potency means the concentration at half of the fitted maximal effect; on the % scale 0 is the no-effect control and ±100 the full control effect; nearly all actives have a fitted effect of over 45% in size; many of its hits are not listed in these tables
Target sequence (Q8WZA2 whole entry, looked up): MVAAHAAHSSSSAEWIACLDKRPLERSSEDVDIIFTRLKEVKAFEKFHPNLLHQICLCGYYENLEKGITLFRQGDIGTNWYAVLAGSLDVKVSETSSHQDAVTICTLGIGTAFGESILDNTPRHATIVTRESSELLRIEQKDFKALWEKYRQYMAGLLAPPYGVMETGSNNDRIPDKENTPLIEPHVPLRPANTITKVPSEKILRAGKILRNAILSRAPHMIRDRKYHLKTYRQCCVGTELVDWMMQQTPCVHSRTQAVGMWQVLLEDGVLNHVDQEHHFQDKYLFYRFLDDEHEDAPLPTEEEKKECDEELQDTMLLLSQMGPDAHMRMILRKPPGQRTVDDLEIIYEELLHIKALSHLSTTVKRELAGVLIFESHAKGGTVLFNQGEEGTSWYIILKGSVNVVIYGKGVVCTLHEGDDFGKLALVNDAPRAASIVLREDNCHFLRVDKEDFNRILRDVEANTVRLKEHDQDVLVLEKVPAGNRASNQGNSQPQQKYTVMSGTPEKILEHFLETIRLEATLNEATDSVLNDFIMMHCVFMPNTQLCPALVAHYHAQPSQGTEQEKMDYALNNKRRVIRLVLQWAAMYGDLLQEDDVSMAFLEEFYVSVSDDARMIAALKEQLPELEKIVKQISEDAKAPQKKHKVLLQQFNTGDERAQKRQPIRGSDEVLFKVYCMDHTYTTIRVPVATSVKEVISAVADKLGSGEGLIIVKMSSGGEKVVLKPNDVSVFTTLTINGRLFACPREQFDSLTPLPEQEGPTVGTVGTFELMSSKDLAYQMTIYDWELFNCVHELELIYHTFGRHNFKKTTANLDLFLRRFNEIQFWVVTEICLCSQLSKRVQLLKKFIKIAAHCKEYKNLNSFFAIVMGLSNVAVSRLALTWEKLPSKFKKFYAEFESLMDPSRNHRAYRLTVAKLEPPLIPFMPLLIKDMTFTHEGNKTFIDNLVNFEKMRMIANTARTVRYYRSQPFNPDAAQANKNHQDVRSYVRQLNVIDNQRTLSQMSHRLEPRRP
EPAC1 agonist: EPAC1 (human) agonism. EPAC1 agonist qHTS, biochemical assay; response scale: 100% = response to 6.5 mM cAMP. O95398. AID 720707. 0.073% of 360,000 active. Potency, µM (doses to about 154 µM), for the others: at the top dose activation, usual class: activators; further: potency means the concentration at half of the fitted maximal effect; nearly all actives have a fitted effect of over 60% in size
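Multi-concentration qHTS readout: loss of Rap1B-bound BODIPY-GDP fluorescence driven by 100 nM EPAC1 with excess GDP (50 uM), monitored kinetically at room temperature; agonist response expressed relative to 6.5 mM cAMP.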
PI5P4K alpha inh: PI5P4K alpha (human) kinase inhibition. P48426. PI5P4Kalpha enzyme, ADP-Glo luminescence, 60 min; active compounds read low. max response, %. 1.2% of 330,000 active; active means max response of -50% or lower; inconclusive means between -30% and -50%; inactive means -30% or higher; further: value at the top dose of about 77 µM; on the % scale 0 is the no-effect control and ±100 the full control effect
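PI5P4Kalpha ADP-Glo assay; 5 microM ATP final; 60 min RT reaction; HEPES pH 7.4/EGTA/CHAPS, 5% DMSO; controls lacking substrate or enzyme; luminescent end-point.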
PLK1 PBD block: blocks phosphopeptide binding to human PLK1 polo-box domain; Plk1 PBD binding of FITC phosphopeptide, fluorescence polarization; Potency, µM, for the others: max response, negative = inhibition, most hits filed as inhibitors; 2.8% of 360,000 active; AID 720504; further: potency means the concentration at half of the fitted maximal effect; series mostly up to about 57 µM; on the % scale 0 is the no-effect control and ±100 the full control effect; nearly all actives have a fitted effect of over 65% in size
CCT modulator: modulators of cytosolic chaperonin (CCT/TRiC) activity | 0.3% of 360,000 active | purified chaperonin ATPase assay, HTRF ADP detection, 30 min | AID 651819 | activity change, % (no concentration beside the values), hits read low; in the data active means activity change below about -30%; further: on the % scale 0 is the no-effect control and ±100 the full control effect
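Nucleotide hydrolysis assay: TRiC at 20–40 nM final (set by batch activity) with 10 uM ATP, 30 min at 37 °C, in presence of 76 uM compound. Detection by competitive ADP HTRF, 30 min ambient.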
Numbers without * were called inactive; u = inconclusive; x = no result given; [ ] = another dose, or the depositor's remark. Unless noted, the call rests on the fitted dose curve; in most records, active means well fitted curve in the direction sought with a large enough effect; inconclusive means small, poorly fitted or top-dose-only effect, or another doubt; inactive means no such curve, though single readings can be large; an effect the other way counts as inactive or inconclusive. Not all compounds are listed; rates above refer to the full screens.

Start of the data: the first 3 entries, to show the layout:
EPAC1 agonist	PI5P4K alpha inh	EPAC1 antag	CCT modulator	PLK1 PBD block	WRN helicase inh	Mm-Cpn inhibitor	molecule	EPAC2 antag
8%	6	6%	4.6	-2%	-11%	1%	COc1ccccc1CN1CCNC(=O)C1CC(=O)N(C)Cc1cnccn1 (stereo not drawn)	0%
7%	-19	27%	1.2	6%	-6%	-13%	COc1ccccc1NC(=O)CSc1nc(N)c(C#N)cc1C#N	20%
9%	-8	0%	0.8	7%	-4%	1%	COC(=O)c1ccc(N2CCOCC2)c(NC(=O)c2ccc3c(c2)OCO3)c1	1%

All compounds of this part, from the first entry:
EPAC1 agonist	PI5P4K alpha inh	EPAC1 antag	CCT modulator	PLK1 PBD block	WRN helicase inh	Mm-Cpn inhibitor	molecule	EPAC2 antag
8%	6	6%	4.6	-2%	-11%	1%	COc1ccccc1CN1CCNC(=O)C1CC(=O)N(C)Cc1cnccn1 (stereo not drawn)	0%
7%	-19	27%	1.2	6%	-6%	-13%	COc1ccccc1NC(=O)CSc1nc(N)c(C#N)cc1C#N	20%
9%	-8	0%	0.8	7%	-4%	1%	COC(=O)c1ccc(N2CCOCC2)c(NC(=O)c2ccc3c(c2)OCO3)c1	1%
3%	-6	-9%	0.7	-7%	-32%	0%	O=c1c2cccnc2[nH]c(=S)n1CCCN1CCN(c2ccccc2F)CC1	-3%
5%	-2	-23%	1.4	-10%	3%	x	O=C(CCNC(=O)c1ccco1)NNC(=O)c1ccc(Br)cc1	14%
1%	-5	10%	-1.3	6%	2%	-5%	O=C(C[C@@H]1C/C=C\CCCC(=O)OC[C@@H]2CCCN2C1=O)N[C@H](CO)Cc1ccccc1	6%
-5%	4	5%	0.2	1%	-9%	0%	O=C(CSc1nnnn1-c1cccc(F)c1)Nc1nc2ccccc2s1	-1%
6%	8	6%	-1.7	-6%	0%	-1%	CCOc1ccc(C(=O)Nc2cc(Cl)ccc2-n2cncn2)cc1OC	-4%
5%	-3	10%	-0.3	-4%	-22%	x	CN(C)CCOC1c2ccccc2CCc2ccc3ccccc3c21 (stereo not drawn)	-2%
-16%	0	8%	2.0	2%	6%	-1%	Cc1oc(-c2ccccc2Cl)nc1CS(=O)(=O)CC(=O)N1CCOCC1	-6%
9%	-9	-7%	-4.6	-15%	11%	2%	Cc1cc(=O)n2c3ccccc3n(CC(O)CN3CCC(C)CC3)c2c1C#N (stereo not drawn)	-4%
2%	-10	-7%	-0.8	u	-8%	1%	CC(C)(C)c1ccc(Cn2nnc3c(=O)[nH]c(C4CCN(C(=O)c5ccco5)CC4)nc32)cc1	u
2%	2	-1%	-1.2	-1%	-8%	x	O=C1NN=C2CCCCCCC12 (stereo not drawn)	1%
3%	-2	-5%	-1.5	-4%	-4%	3%	COc1ccccc1CNC(=O)c1c(O)c2cc(OC)c(OC)cc2[nH]c1=O	5%
6%	-1	-20%	-2.0	-3%	-22%	2%	Cc1ccc(Cn2cccc2/C=N/NC(=S)Nc2ccc(C)cc2)cc1	u
3%	-79*	-20%	-3.2	3.4µM*	20µM*	x	CCOC(=O)N1CCN(C(=O)C2CCN(C(=O)c3ccccc3C)CC2)CC1	5%
13%	3	5%	-4.1	-8%	7%	-10%	COc1ccc2cc(CN(CC3COCCO3)S(=O)(=O)c3ccc(Cl)cc3)c(=O)[nH]c2c1 (stereo not drawn)	3%
4%	0	12%	-0.4	-9%	8%	-2%	COc1ccc(C2=NOC(CNC(N)=S)C2)cc1 (stereo not drawn)	1%
6%	-9	-18%	-2.2	-12%	-7%	0%	O=C(CSc1nnc(-c2ccccc2)n1-c1ccc(Cl)cc1)N/N=C/c1ccco1	-7%
18%	-2	-15%	4.6	3%	u	-7%	COc1ccc(NC(=O)c2cc3ccccc3o2)cc1S(=O)(=O)N1CCCCC1	1%
15%	3	0%	-0.4	-5%	-17%	-1%	O=C(COC(=O)C12CC3CC(CC(O)(C3)C1)C2)NC(=O)NCc1ccco1	-5%
5%	7	-1%	0.5	0%	6%	2%	CCCCc1nc(SCC(=O)Nc2cccc(Cl)c2)n[nH]1	5%
11%	-1	-15%	0.6	-25%	-1%	-1%	CCOC(=O)CSc1nc2c(c(=O)n(Cc3ccccc3Cl)c(=O)n2C)n1C	-5%
3%	x	1%	-0.1	1%	10%	0%	COc1cc(NC(=O)Cc2ccccc2)ccc1NC(=O)c1ccco1	-2%

Some of these compounds in order of molecular weight, low to high:
EPAC1 agonist	PI5P4K alpha inh	EPAC1 antag	CCT modulator	PLK1 PBD block	WRN helicase inh	Mm-Cpn inhibitor	molecule	EPAC2 antag
4%	0	12%	-0.4	-9%	8%	-2%	COc1ccc(C2=NOC(CNC(N)=S)C2)cc1 (stereo not drawn)	1%
5%	7	-1%	0.5	0%	6%	2%	CCCCc1nc(SCC(=O)Nc2cccc(Cl)c2)n[nH]1	5%
13%	3	5%	-4.1	-8%	7%	-10%	COc1ccc2cc(CN(CC3COCCO3)S(=O)(=O)c3ccc(Cl)cc3)c(=O)[nH]c2c1 (stereo not drawn)	3%

(list continues)
EPAC1 agonist	PI5P4K alpha inh	EPAC1 antag	CCT modulator	PLK1 PBD block	WRN helicase inh	Mm-Cpn inhibitor	molecule	EPAC2 antag
6%	9	14%	0.5	-7%	-1%	1%	OC(CNC1CCCC1)COc1ccc(Cl)cc1 (stereo not drawn)	3%
8%	18	-5%	-1.3	-4%	-8%	1%	CC(C)(C)c1ccc(NC(=S)NCc2cccs2)cc1	-5%
0%	-4	5%	-0.2	-14%	10%	0%	Cc1nn(S(=O)(=O)c2ccccc2)c(C)c1S(=O)(=O)N1CCC(C)CC1	0%
3%	1	-3%	-2.7	-16%	0%	0%	CCOc1ccc(NC(=O)CC2C(=O)N(c3cccc(OC)c3)C(=O)N2C(C)C)cc1 (stereo not drawn)	-2%
0%	1	-8%	-26	-13%	6%	u	CCOC(=O)c1cnc2ccc(Br)cc2c1NCC(C)O (stereo not drawn)	1%
5%	-6	-15%	-1.7	-13%	-3%	-18%	CCOC(=O)N1CCN(C(=O)Nc2cccc3ccccc23)CC1	0%
-11%	-11	u	-2.3	-30%	-15%	x	Cc1cc2nc(-c3cccc(Cl)c3)c(Cc3ccccc3)n2c(C)c1Br	2%
15%	-8	-8%	-1.2	-9%	-7%	3%	O=C1CC(N2CCN(c3nc4ccccc4s3)CC2)C(=O)N1Cc1cccs1 (stereo not drawn)	-1%
-4%	3	6%	0.8	-7%	4%	-1%	COc1ccccc1N1CCN(C(=O)CCCn2nc(C)c([N+](=O)[O-])c2C)CC1	0%
-17%	0	-5%	-0.7	-5%	-30%	1%	CCCCCCCNC(=O)C1(CC2CC(c3ccccc3)=NO2)CCNCC1 (stereo not drawn)	11%
6%	6	8%	-3.7	-2%	6%	-4%	Nc1ccc(C(=O)O)cc1S(=O)(=O)O	1%
-3%	u	-32%	0.0	-18%	23%	2%	O=C(CNS(=O)(=O)c1ccccc1)OCC(=O)c1ccc([N+](=O)[O-])cc1	-11%
-9%	1	1%	0.3	1%	5%	x	COc1cccc(-c2cnc3c(c2)C(=O)N([C@H](C)CO)C[C@@H](C)[C@H](CN(C)C(=O)Nc2ccccc2F)O3)c1	-11%
12%	x	0%	-2.1	-10%	-6%	-1%	COc1cc(C(=O)NCCC(=O)NCCCN2CCCCC2C)cc(OC)c1OC (stereo not drawn)	2%
-16%	2	-11%	2.0	-15%	-12%	-3%	CCOc1cc(NC(=S)NCCCN2CCOCC2)c(OCC)cc1NC(=O)c1ccc(OC)cc1	11%
2%	u	-16%	-0.2	3µM*	35µM*	x	CC(=O)Nc1ccc2c(c1)Cc1cc(N3C(=O)C=CC3=O)ccc1-2	4%
1%	0	0%	0.5	-15%	-4%	x	CC1(C(=O)NS(=O)(=O)c2ccc(Cl)cc2)CCN1C(=O)Cc1ccc(-c2ccccc2)cc1 (stereo not drawn)	u
5%	-4	2%	2.5	-6%	2%	5%	CCN(CCn1cccn1)C(=O)CC1C(=O)NCCN1CC1CCCCC1 (stereo not drawn)	19%
-8%	3	-14%	1.5	4%	-5%	x	CNC(=O)c1cc(Oc2ccc(NC(=O)c3[nH]c(-c4ccccc4)c4c3C(=O)N(C)C4=O)cc2)ccn1	1%
7%	-1	3%	-1.0	-5%	2%	u	Cn1c(CNC(=O)CNC(=O)c2cccc(F)c2)cc(=O)n(C)c1=O	1%
-6%	3	-13%	-1.3	-7%	-1%	-2%	O=C(Cn1nnc2ccccc2c1=O)NCCc1ccc(Cl)cc1Cl	6%
-2%	-8	-2%	0.8	-4%	-17%[57.1 µM]	0%	CCCn1c2ccccc2c2nnc(SCC(=O)Nc3cc(C)on3)nc21	-2%
9%	9	13%	-3.8	-7%	4%	0%	Nc1c2c(nc3ccccc13)CCC2	11%
4%	-3	4%	-0.6	2%	-6%	-1%	O=C(O)CCC(=O)OCc1c(-c2ccccc2)ncc2ccccc12	12%

Quoted at random: two compounds from above
EPAC1 agonist	PI5P4K alpha inh	EPAC1 antag	CCT modulator	PLK1 PBD block	WRN helicase inh	Mm-Cpn inhibitor	molecule	EPAC2 antag
-2%	-8	-2%	0.8	-4%	-17%[57.1 µM]	0%	CCCn1c2ccccc2c2nnc(SCC(=O)Nc3cc(C)on3)nc21	-2%
9%	9	13%	-3.8	-7%	4%	0%	Nc1c2c(nc3ccccc13)CCC2	11%

(continued)
EPAC1 agonist	PI5P4K alpha inh	EPAC1 antag	CCT modulator	PLK1 PBD block	WRN helicase inh	Mm-Cpn inhibitor	molecule	EPAC2 antag
6%	-1	-7%	-5.3	-9%	-30%	0%	COc1ccc(-c2nc3nc(SC)nn3cc2C)cc1F	4%
4%	5	-10%	1.1	-7%	-10%	x	COC(=O)[C@]12CCCCC=C1N(Cc1ccco1)C(=O)[C@H](CC(=O)NCCc1ccccc1OC)C2	-7%
3%	7	-1%	-1.3	5%	-3%[11.6 µM]	2%	Cc1ccc(-c2cn(CCN)c(-c3ccncc3)n2)cc1	8%
-6%	6	-18%	-18	-4%	11%[57.1 µM]	x	COc1ccc(OCCNC(=O)C2(C)CCN2Cc2ccc(SC)cc2)cc1 (stereo not drawn)	u
-5%	-2	1%	-1.7	-3%	-2%	-1%	CN(Cc1ccc(Cl)c(Cl)c1)C(=O)c1ccccc1SCC(=O)N1CCCC1	-8%
-4%	-11	-4%	-1.7	-8%	-1%	2%	Cc1c(N=Cc2ccc(O)c(Br)c2)cccc1[N+](=O)[O-]	6%
11%	15	2%	1.1	2%	-11%	1%	O=C(/C=C/c1ccc(Cl)cc1Cl)NCCSc1ccccc1	9%
9%	-7	0%	-2.1	-3%	1%	2%	CCOc1ccc(N2CC(C(=O)NCc3ccc(C)n3C)CC2=O)cc1 (stereo not drawn)	15%

Screening data from PubChem BioAssay.
